Source: PubChem
M5 ag = agonists of human muscarinic M5 receptor (CHRM5). P08912. CHO-K1 hM5 cells, Fluo-8 calcium fluorescence; 0% DMSO wells, 100% maximal acetylcholine response. AID 624037. hit rate 0.19% among 360,000. activation, % at 3 µM;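 active = activation above the run's mean over test compounds plus 3 SD, cut at about 23% in these data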;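 also: signal is peak over basal fluorescence ratio across the kinetic read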
CHRM4 agonist = agonists of human muscarinic M4 receptor (CHRM4); CHO-K1 hM4/Gqi5, Fluo-8 calcium fluorescence; vehicle 0%, full acetylcholine response 100%; hit rate 0.14% among 360,000; P08173; activation, % at 3 µM;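 active = activation above the run mean over all test wells plus 3 SD, cut at about 32% in these data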;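 also: peak over basal fluorescence ratio per well then scaled between controls; 0% = DMSO wells and 100% = acetylcholine at EC100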
M5 PAM = positive allosteric modulators of human muscarinic M5 receptor; CHO-K1 hM5, Fluo-8 calcium, ACh EC20 PAM; 0% = ACh EC20, 100% = ACh EC100; activation, % at 3 µM; hit rate 0.3% among 360,000;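 active = activation above the run cutoff, the mean activation of all test compounds plus 3 SD, cut at about 18% in these data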
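Probe or stimulus: acetylcholine, EC20 level; Assay system: human M5 receptor in CHO-K1 cells; Schedule: compound preincubation 140 s before EC20 acetylcholine addition; Technique: intracellular calcium via Fluo-8 fluorescence; Dosing: single-point, 3 µM nominal; Read-out basis: percent activation from peak-over-basal fluorescence ratio, scaled EC20-to-EC100 acetylcholine; Repeats: one well per compound, no replicates.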
M4 PAM = CHRM4 positive allosteric modulation; P08173; CHO-K1 hM4/Gqi5, Fluo-8 calcium fluorescence, ACh EC20; 0% = ACh EC20, 100% = maximal ACh; activation, % at 3 µM; hit rate 0.4% among 360,000; AID 624126;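 active = activation above its plate's cutoff, the mean activation of sample wells plus 3 SD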; also: some results filed as inactive read as strong as hits
CRFR2-BP antag = blocks CRF-induced signaling of the CRF-BP/CRF-R2 complex. hit rate 0.59% among 350,000. inhibition, % at 11.8 µM. HEK293 CRF-R2/CRF-BP, CRF-induced calcium fluorescence;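 active = inhibition of the ligand-induced calcium signal above about 50% at the single tested concentration, limit read from the data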
IDE cell inh = cellular human IDE inhibition. AID 434962. HEK cells, FAbetaB cleavage, fluorescence polarization. inhibition, % at 5.59 µM. hit rate 0.41% among 320,000. P14735;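 active = percent inhibition above the average of all tested compounds plus 3 SD, set per screening campaign, cut at about 16% in these data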;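 also: IDE supplied by intact live HEK cells; FP after avidin binding of uncleaved biotin substrate so inhibition keeps polarization high; 0% = DMSO wells and 100% = 60 µM reference IDE inhibitor Ii1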
Target sequence (P14735 whole entry, looked up): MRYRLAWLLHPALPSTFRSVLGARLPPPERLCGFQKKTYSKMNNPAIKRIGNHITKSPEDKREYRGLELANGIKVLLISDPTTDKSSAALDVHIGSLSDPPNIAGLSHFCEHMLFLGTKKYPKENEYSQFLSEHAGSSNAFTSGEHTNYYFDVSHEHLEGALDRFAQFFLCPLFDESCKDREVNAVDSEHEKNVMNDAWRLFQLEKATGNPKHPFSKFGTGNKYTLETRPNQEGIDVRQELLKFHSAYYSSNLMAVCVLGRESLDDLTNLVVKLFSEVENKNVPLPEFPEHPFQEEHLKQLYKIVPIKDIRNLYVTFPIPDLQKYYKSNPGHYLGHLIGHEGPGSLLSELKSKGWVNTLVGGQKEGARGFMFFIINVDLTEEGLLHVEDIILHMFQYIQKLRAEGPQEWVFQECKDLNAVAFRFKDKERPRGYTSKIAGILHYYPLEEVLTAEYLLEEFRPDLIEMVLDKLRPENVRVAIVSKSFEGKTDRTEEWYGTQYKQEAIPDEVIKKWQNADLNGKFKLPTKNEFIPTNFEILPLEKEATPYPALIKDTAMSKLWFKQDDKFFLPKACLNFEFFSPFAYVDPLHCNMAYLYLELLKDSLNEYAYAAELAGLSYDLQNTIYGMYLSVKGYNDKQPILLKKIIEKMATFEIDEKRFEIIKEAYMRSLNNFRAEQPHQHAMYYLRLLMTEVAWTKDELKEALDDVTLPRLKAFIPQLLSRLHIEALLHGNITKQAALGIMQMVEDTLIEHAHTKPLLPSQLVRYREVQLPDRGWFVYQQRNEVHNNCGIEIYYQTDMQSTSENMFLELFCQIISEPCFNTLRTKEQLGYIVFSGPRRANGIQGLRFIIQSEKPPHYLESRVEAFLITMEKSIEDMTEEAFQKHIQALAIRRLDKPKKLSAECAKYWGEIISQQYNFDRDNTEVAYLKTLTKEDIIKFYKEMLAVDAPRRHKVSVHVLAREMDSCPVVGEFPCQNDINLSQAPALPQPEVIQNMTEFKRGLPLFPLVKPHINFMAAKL
CHRM4 antagonist = CHRM4 antagonism in calcium assay; hit rate 0.73% among 360,000; AID 624125; P08173; CHO-hM4 cells, ACh EC80, Fluo-8 calcium fluorescence; inhibition, % at 3 µM;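 active = inhibition above its plate's cutoff, the mean inhibition of sample wells plus 3 SD, cut at about 27% in these data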;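 also: 0% = acetylcholine EC80 with DMSO and 100% = DMSO without agonist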
M5 antag = blocks acetylcholine activation of human M5 receptor; hit rate 0.59% among 360,000; CHO-hM5 cells, Fluo-8 calcium fluorescence, ACh EC80; P08912; AID 624040; inhibition, % at 3 µM;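 active = inhibition above a per-plate cutoff, the mean of that plate's test compounds plus 3 SD, cut at about 27% in these data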;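 also: 0% = acetylcholine EC80 with DMSO and 100% = DMSO without agonist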
CRFR2-BP ag = agonists of human CRF-binding protein/CRF-R2 receptor complex. hit rate 0.46% among 350,000. activation, % at 13.2 µM. HEK293 CRF-R2/CRF-BP, calcium dye fluorescence (FLIPR); percent of saturating CRF peptide response;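 active = activation of at least 50%, plus an integration ratio under a set limit after plate pattern correction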;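 also: plate controls were neutral control wells without compound for no effect and CRF at EC100 for full effect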
An asterisk follows results filed as active; nt = no result given.

SMILES | M5 ag | CHRM4 agonist | M5 PAM | M4 PAM | CRFR2-BP antag | IDE cell inh | CHRM4 antagonist | M5 antag | CRFR2-BP ag
COc1cc2c(cc1NC(=O)CSc1nnnn1-c1ccccc1)oc1ccccc12 | -1 | 0 | 7 | -1 | -2 | -1 | -2 | 0 | 3.4
COc1c(F)c(F)c(C(=O)Nc2ccc(N3CCN(C(C)=O)CC3)c(Cl)c2)c(F)c1F | -3 | 6 | -1 | -9 | 42 | 3 | 14 | 5 | -3.1
CN1CCN(CC(=O)Nc2c(C(=O)c3ccccc3)oc3ccccc23)CC1 | -8 | 1 | 1 | -7 | 4 | 1 | 7 | 2 | -0.3
Cc1ccccc1CNC(=O)c1ccccc1C(=O)O | -2 | 0 | 2 | 1 | 11 | 5 | 2 | 0 | 2.1
C=CCNC(=O)c1ccc(C)cc1Cl | 0 | 0 | 0 | 2 | 12 | 5 | 8 | 8 | 1.6
S=C1NCN(Cc2ccco2)CN1 | 5 | 2 | 23* | 6 | 3 | 4 | 4 | -5 | -2.7
O=C(O)/C=C/c1ccc(S(=O)(=O)Nc2ccc(C(=O)NCC(=O)O)cc2)cc1 | 2 | 1 | 3 | 11 | -5 | 5 | -10 | 0 | -0.1
O=C1CCC(c2ccc(-n3ccnc3)cc2)=NN1 | 1 | 1 | 0 | 1 | -5 | 4 | -6 | 3 | -2.5
COc1cc(/C=C2/SC(=S)N(CCC(=O)Nc3cccnc3)C2=O)cc(OC)c1OC | 2 | 8 | -6 | -1 | 15 | nt | -12 | 5 | 35
COc1ccccc1NC(=O)c1ccccc1-c1ccccc1C(=O)O | -2 | 1 | 2 | -3 | -4 | 5 | 2 | 11 | -0.1
COc1ccc(CCNc2nnc(Sc3nnnn3-c3ccccc3)s2)cc1OC | 4 | 4 | -7 | -2 | -9 | 4 | 1 | 4 | -0.5
CCCSc1ccc([C@@H]2[C@@H]3C(=O)N(C)C(=O)[C@@H]3[C@]3(C(=O)OC)CCCN23)cc1OC | 3 | 2 | -10 | 3 | 5 | 2 | -4 | 5 | -0.8
O=C1CC(N2CCOCC2)C(=O)N1c1ccc2c(c1)OCO2 (stereo not given) | -3 | 0 | -4 | 5 | -7 | 3 | 4 | 0 | 3.4
CN(C)CCCN(C(=O)c1ccc(Br)s1)c1nc2cc3c(cc2s1)OCO3 | -4 | 7 | -4 | 10 | -29 | 1 | 8 | 6 | -0.2
CS(=O)(=O)c1ccc2nc(NC(=O)c3cccc([N+](=O)[O-])c3)sc2c1 | 8 | 8 | -8 | -5 | 1 | 1 | 4 | -2 | 6.0
Cc1ccc(S(=O)(=O)N2CCCC(C(=O)NCCc3ccc(S(N)(=O)=O)cc3)C2)cc1 (stereo not given) | -4 | -1 | 6 | 3 | 3 | 0 | -15 | 6 | 1.6
Cc1c(NC(=O)COC(=O)c2ccc(Br)o2)c(=O)n(-c2ccccc2)n1C | -2 | 1 | 8 | 3 | 2 | 4 | -14 | 1 | 10
CCOC(=O)CSc1nnc(-c2ccc(S(=O)(=O)NCc3cccs3)cc2)o1 | 4 | 6 | -1 | 3 | 12 | 1 | 9 | -5 | -0.1
Cn1c(N)c(C(=O)Nc2ccc3ccccc3c2)sc1=S | 1 | 1 | -6 | 1 | 5 | 10 | 6 | 4 | -1.1
CCn1c(=S)sc2c(=O)n(CC(=O)Nc3ccc(C(C)=O)cc3)c(C)nc21 | -1 | 2 | 2 | 10 | -7 | 2 | -14 | 1 | 1.7
C=C(C)Cn1c(-c2ccncc2)n[nH]c1=S | -2 | 1 | 4 | 0 | 2 | -4 | -11 | -9 | 0.4
Cc1cccn2c(=O)c3cc(C(=O)NCc4ccccc4)c(=N)n(CCCN4CCOCC4)c3nc12 | -7 | 0 | -5 | 7 | -11 | nt | -11 | 12 | 3.6
Cc1oc(-c2ccccc2)cc1C(=O)NC(Cc1c[nH]c2ccccc12)C(=O)O (stereo not given) | -1 | 0 | -2 | 3 | 17 | 8 | 7 | -4 | -2.6
COc1cccc(OCc2nc3c4cnn(-c5ccccc5)c4ncn3n2)c1 | 2 | 3 | 1 | 2 | 5 | -4 | 0 | 1 | -1.0
Cc1nc2ccc(NC(=O)[C@@H](NC(=O)c3c(F)cccc3F)C(C)C)cc2s1 | 1 | 3 | -1 | 7 | 1 | 6 | -4 | 14 | 1.1
SMILES | M5 ag | CHRM4 agonist | M5 PAM | M4 PAM | CRFR2-BP antag | IDE cell inh | CHRM4 antagonist | M5 antag | CRFR2-BP ag
COc1cc(OC)c2c(-c3ccccc3)cc(=O)oc2c1C(CC(=O)N1CCN(c2ccccc2)CC1)c1ccc(N(C)C)cc1 (stereo not given) | -6 | 1 | 11 | 6 | 1 | -6 | -4 | 4 | -0.5
CCN(c1ccccc1)S(=O)(=O)c1ccc(Cl)c(NC(=O)CN(C)C2CCN(C)CC2)c1 | -16 | 3 | -2 | 4 | -11 | 7 | 10 | 4 | -1.9
O=C(CN1CCN(Cc2ccccc2Cl)CC1)N/N=C/c1cccs1 | -3 | 0 | 1 | -7 | -2 | 9 | 0 | -4 | 0.1
Nc1cc2nc3ccccc3oc-2cc1=O | 3 | 3 | 4 | 2 | -16 | 1 | -4 | -2 | 12
CC(/C=N/NC(=O)c1cccc([N+](=O)[O-])c1)=C\c1ccccc1 | -1 | 0 | 1 | 11 | 4 | 5 | 4 | 3 | 1.2
Cc1ccc(C(=O)Nc2nnc(-c3ccco3)o2)cc1 | 2 | 2 | 22* | 17 | 33 | 3 | 2 | 14 | -3.6
Cc1cc(C)c(C#N)c(Oc2ccccc2)n1 | -4 | -1 | -1 | 19 | -1 | -1 | 2 | -1 | -0.9
CN(C)S(=O)(=O)c1cccc(C(=O)N2CCN(S(=O)(=O)c3ccc4c(c3)OCCO4)CC2)c1 | -2 | 7 | -8 | -5 | 4 | nt | 5 | 21 | -2.3
O=C(O)CCc1ccc(S(=O)(=O)Nc2ccc(OCc3ccccc3)cc2)cc1 | -3 | 1 | 3 | 7 | 23 | 1 | -29 | 12 | 0.7
CC(C)(C)OC(=O)N1CCC(C(=O)Nc2cccc(C(=O)NCCc3ccccc3)c2)CC1 | 7 | 14 | -5 | 1 | 5 | nt | -16 | -4 | -1.4
Cc1nc(SCC(=O)NCC2COc3ccccc3O2)c2c(C)c(C)sc2n1 (stereo not given) | -1 | 0 | -1 | 10 | 3 | nt | -3 | 7 | 1.0
CC(C)NCC(O)c1ccc(O)c(O)c1 (stereo not given) | 0 | 1 | 1 | 1 | 18 | 8 | -18 | -11 | -1.5
CC(=O)c1ccccc1NC(=O)CN1C(=O)NC2(CCCCCCC2)C1=O | 5 | 4 | -2 | 1 | -2 | nt | 1 | 7 | -0.5
COc1ccc2nc(C)cc(SCC(NC(C)=O)C(=O)OC(C)C)c2c1 (stereo not given) | 2 | 7 | -4 | -21 | -4 | 4 | 1 | 1 | -3.7
Cc1ccc(NC(=O)N2CCCC2C(=O)Nc2nnc(C(C)C)s2)cc1 (stereo not given) | 0 | 2 | 3 | 0 | 1 | 0 | 2 | 4 | -0.1
CC1CC(C)CN(C(=O)CCNS(=O)(=O)c2ccc3c(c2)CCC(=O)N3)C1 (stereo not given) | 0 | 0 | -3 | -3 | -7 | -1 | 2 | -7 | 0.2
COc1cc(C2C(C#N)=C(N)Oc3c2ccc2ccccc32)ccc1OCC(=O)Nc1cccc(C)c1 (stereo not given) | 2 | 0 | 1 | 11 | -8 | -1 | 6 | -4 | 2.2
Cc1[nH]nc(Sc2ccccn2)c1[N+](=O)[O-] | -1 | 10 | -14 | -10 | -14 | 5 | -8 | 15 | 6.0
Cc1nn2c(-n3ccnc3)c3c(nc2c1-c1ccccc1)CCC3 | -3 | 0 | -6 | 1 | 24 | -2 | 14 | 4 | -2.5
COc1cc(C=NCc2ccccc2)ccc1O | 0 | 0 | -2 | -4 | -18 | nt | 1 | 6 | -0.4
O=P(COc1ccccc1)(c1ccccc1)c1ccccc1 | -1 | 1 | -2 | 2 | -10 | 3 | 1 | 3 | -1.0
Cc1cc(O)cc2c1C1CCC3(C)C(=O)CCC3C1C=C2 (stereo not given) | 1 | 5 | 0 | 4 | -11 | nt | -18 | -8 | 0.0
CC(=O)c1cccc(NC(=O)C(Sc2ncnc3ccccc23)c2ccccc2)c1 (stereo not given) | -1 | 0 | -6 | -1 | -3 | -4 | -7 | 5 | -0.2
O=C1NC(Cc2ccccc2)c2nc3ccc(Br)cc3c(=O)n2-c2cc3ccccc3cc21 (stereo not given) | 0 | 0 | 0 | -2 | -11 | nt | 2 | 0 | 4.2
COc1cc(C)c(NC(=S)Nc2cccc(Cl)c2)cc1OC | 0 | 2 | 0 | 6 | 13 | 0 | 13 | 2 | -0.3
SMILES | M5 ag | CHRM4 agonist | M5 PAM | M4 PAM | CRFR2-BP antag | IDE cell inh | CHRM4 antagonist | M5 antag | CRFR2-BP ag
COc1ccc(NS(=O)(=O)c2ccc3c(c2)N(C(C)=O)CCO3)cc1 | 4 | 4 | -3 | -1 | -12 | 5 | 2 | -1 | 2.6
Cc1ccc([C@H]2N[C@]3(CCCN(CC4CCCCC4)C3=O)[C@H]3C(=O)N(Cc4ccccc4)C(=O)[C@@H]23)cc1 | -1 | 2 | 5 | -2 | 9 | nt | 0 | 1 | -1.4
Cc1cc(Cl)ccc1NNC(=O)c1snnc1C | -2 | 0 | 4 | -9 | -1 | 3 | 4 | 0 | -0.9
CCN(CC)C(=O)c1ccc(/C=C/c2c[nH]c3ccccc23)[n+](C)c1 | -2 | 2 | -3 | 5 | -15 | 22* | 5 | 3 | 54*
COc1ccc(NS(=O)(=O)c2cc(NC(=O)c3ccc(C)s3)ccc2N2CCOCC2)cc1 | -6 | 2 | -2 | -17 | 4 | 1 | -2 | 0 | 0.5
CC1CCCC(C)N1C(=O)COC(=O)COc1ccccc1C#N (stereo not given) | 3 | 1 | -6 | -1 | 9 | 0 | 5 | 4 | -0.2
CCCCCCCCC(NC(=O)c1ccc(C#N)cc1)C(=O)NCCC (stereo not given) | 5 | 1 | 4 | 2 | 0 | 5 | -2 | -4 | -0.3
CCc1cc(=O)oc2cc(OCC(N)=O)c(Cl)cc12 | -2 | 0 | 0 | 4 | 0 | 8 | 5 | -1 | -0.6
Cc1ccccc1NC(=O)C(c1ccccc1)C1CCCC1 (stereo not given) | -5 | 1 | -6 | 8 | -1 | -1 | -9 | 9 | -0.4
CC(=O)c1ccc(N2CCN(S(=O)(=O)c3ccc4c(c3)C(Cl)(Cl)C(=O)N4)CC2)cc1 | 4 | 4 | 10 | 3 | nt | nt | -4 | -1 | nt
Cc1ccc(C(=O)CN(CCC(=O)O)S(=O)(=O)c2ccc([N+](=O)[O-])cc2)cc1 | 0 | 0 | 0 | 16 | -3 | -2 | -8 | 2 | -1.1

2 compounds from above with just M5 ag and IDE cell inh.
| SMILES | M5 ag | IDE cell inh |
| --- | --- | --- |
| O=C1NC(Cc2ccccc2)c2nc3ccc(Br)cc3c(=O)n2-c2cc3ccccc3cc21 (stereo not given) | 0 | nt |
| COc1cc(C)c(NC(=S)Nc2cccc(Cl)c2)cc1OC | 0 | 0 |

Taken from above.
M4 PAM with `COc1ccc(NS(=O)(=O)c2cc(NC(=O)c3ccc(C)s3)ccc2N2CCOCC2)cc1` is entered as -17
CHRM4 antagonist with `CCCCCCCCC(NC(=O)c1ccc(C#N)cc1)C(=O)NCCC` (stereo not given) is entered as -2
M5 ag with `Cc1ccc(C(=O)CN(CCC(=O)O)S(=O)(=O)c2ccc([N+](=O)[O-])cc2)cc1` is entered as 0
